HCV inh = inhibitors of hepatitis C virus infection; Huh7.5.1 HCVcc-Cre infection, luciferase reporter, 44 h; Potency, µM (doses to about 41.8 µM), without a hit: at the top dose activity change, negative = inhibition, usual class: inhibitors; actives 3.4% (n = 340,000); AID 651820; further: potency means the concentration at half of the fitted maximal effect
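HCVcc-Cre virus at an moi near 0.5 was added right after compound to cells cultured 4 h from seeding (1,000 cells/well). Luciferase activity was determined 44 h later, 15 min after substrate addition at RT.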
AmpC inh no detg = blocks E. coli AmpC beta-lactamase in detergent-free assay; AID 485341; actives 0.52% (n = 330,000); P00811; AmpC nitrocefin hydrolysis, absorbance 480 nm, 0.0001% Triton; Potency, µM (top dose mostly 57.1 µM), for inactives: at the highest dose activity change, negative = inhibition, most hits filed as inhibitors;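 further: potency means the concentration at half of the fitted maximal effect; plate controls were no compound for no effect and no enzyme for full effect; nearly all actives have a fitted effect of over 20% in size; some results filed as inactive show a strong effect at the top dose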
Target sequence (P00811 whole entry, looked up): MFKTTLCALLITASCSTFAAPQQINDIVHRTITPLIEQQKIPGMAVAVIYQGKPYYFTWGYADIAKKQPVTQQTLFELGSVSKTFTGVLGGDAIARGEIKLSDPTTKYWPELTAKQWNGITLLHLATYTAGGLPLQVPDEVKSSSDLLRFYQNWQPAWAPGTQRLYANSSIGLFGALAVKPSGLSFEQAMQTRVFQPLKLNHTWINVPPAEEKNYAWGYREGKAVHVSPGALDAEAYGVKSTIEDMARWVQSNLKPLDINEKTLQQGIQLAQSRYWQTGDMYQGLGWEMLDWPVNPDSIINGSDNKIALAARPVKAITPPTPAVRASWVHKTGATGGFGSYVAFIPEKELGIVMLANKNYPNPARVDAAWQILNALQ
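20 mM phosphate pH 7.0 + 0.01% (detergent screen) or 0.0001% Triton X-100; 5.3 nM AmpC reagent; cpd preinc 15 min RT; nitrocefin (800 uM stock) to start; A480 q20 s × 4 min; Activity was normalised to no-enzyme and no-compound control wells.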
HCMV inh = human cytomegalovirus inhibition; HFF cells, HCMV-luciferase reporter, 72 h; hits give low values; activity change, negative = inhibition, % at 57.5 µM; actives 4.5% (n = 410,000); AID 1259415; in the data active means activity change below about -60%; inconclusive means no clear call, values can overlap the other calls; inactive means above about -39%
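Inhibition of viral replication was scored as loss of reporter luminescence in HFFs infected with HCMV-luciferase (MOI 1 PFU/cell) for 72 h; compounds tested at 2 doses, normalized to buffer and Salinomycin controls.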
Sm TGR block = S. mansoni TGR enzyme inhibition | purified TGR, DTNB reduction, TNB absorbance 405 nm | Potency, µM (titrated, usually from 114 µM), without a hit: at the highest dose activity change, negative = inhibition, hits mostly inhibitors | actives 3% (n = 360,000) | AID 485364; further: potency means the concentration at half of the fitted maximal effect; nearly all actives have a fitted effect of over 60% in size
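Kinetic colorimetric format: TGR-catalysed, NADPH-driven DTNB reduction monitored via TNB absorbance. Enzyme dispensed at 20 nM; compound exposure 15 min at room temperature before reaction start.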
AmpC detergent = AmpC beta-lactamase inhibition with detergent present. P00811. actives 0.041% (n = 370,000). AID 485294. AmpC hydrolysis of nitrocefin, absorbance 480 nm, 0.01% Triton. Potency, µM (series often up to 114 µM), without a hit: at the top dose activity change, negative = inhibition, hits mostly inhibitors;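 further: potency means the concentration at half of the fitted maximal effect; 0% = no-compound wells and -100% = no-enzyme wells; nearly all actives have a fitted effect of over 25% in size; some results filed as inactive show a strong effect at the top dose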
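20 mM phosphate pH 7.0 + 0.01% (detergent screen) or 0.0001% Triton X-100; 5.3 nM AmpC reagent; cpd preinc 15 min RT; nitrocefin (800 uM stock) to start; A480 q20 s × 4 min; Activity was normalised to no-enzyme and no-compound control wells.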
FBPA Giardia inh = Giardia lamblia aldolase inhibition. A8B2U2. purified Giardia FBPA. Potency, µM (doses to about 59.6 µM), for inactives: at the highest dose activity, negative = inhibition, most hits filed as inhibitors. actives 0.71% (n = 290,000); further: potency means the concentration at half of the fitted maximal effect; nearly all actives have a fitted effect of over 55% in size
Target sequence (A8B2U2 whole entry, looked up): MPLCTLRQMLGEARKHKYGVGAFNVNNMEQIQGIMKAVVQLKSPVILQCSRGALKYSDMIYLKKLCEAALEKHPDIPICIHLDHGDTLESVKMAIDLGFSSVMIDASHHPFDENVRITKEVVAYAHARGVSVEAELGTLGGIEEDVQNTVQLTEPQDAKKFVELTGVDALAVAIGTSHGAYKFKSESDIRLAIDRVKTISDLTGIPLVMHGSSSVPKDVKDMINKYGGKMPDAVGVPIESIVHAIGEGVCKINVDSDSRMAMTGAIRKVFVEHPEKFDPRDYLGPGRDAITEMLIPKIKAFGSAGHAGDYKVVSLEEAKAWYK
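40 nM FBPA preincubated 10 min at RT with compound (up to 57.5 uM final), then substrate plus GAPDH/TPI/NAD/arsenate coupling and diaphorase/resazurin added. Fluorescence read after 20 min at RT, 525/598 nm.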
Active calls of the source: *; ? = inconclusive; nt = no result given; + = active, no number; & = joins results of further samples; [ ] = remark or other dose. Unless noted, the call rests on the fitted dose curve; in most records, active means well fitted curve in the direction sought with a large enough effect; inconclusive means small, poorly fitted or top-dose-only effect, or another doubt; inactive means no such curve, though single readings can be large; an effect the other way counts as inactive or inconclusive. Unless noted, on the % scale 0 is the no-effect control and ±100 the full control effect.

The first 2 compounds, to show the layout:
mol | HCV inh | AmpC inh no detg | HCMV inh | Sm TGR block | AmpC detergent | FBPA Giardia inh
COc1ccc2nc3sc(C(=O)NCCCN4CCc5ccccc5C4)cc3cc2c1 | 10µM* | 123%[activator] | 79 | -8% | ? | -25%
O=C(CN1CCN(c2ccccc2)CC1)Nc1nccs1 | 5% | -5% | -32 | 6% | -18% | -15%

Main list (from the top)
mol | HCV inh | AmpC inh no detg | HCMV inh | Sm TGR block | AmpC detergent | FBPA Giardia inh
COc1ccc2nc3sc(C(=O)NCCCN4CCc5ccccc5C4)cc3cc2c1 | 10µM* | 123%[activator] | 79 | -8% | ? | -25%
O=C(CN1CCN(c2ccccc2)CC1)Nc1nccs1 | 5% | -5% | -32 | 6% | -18% | -15%
O=C(Nc1ccccn1)c1ccc(=O)[nH]n1 | 0% | -9% | -6 | 15% | 1% | -1%
CC1CN(C(=O)c2cc(Br)c(Br)s2)CC(C)O1 (configuration not stated) | -2% | -2% | -7 | -6% | 0% | nt
Cc1cc(=O)nc2c3ccccc3n(CC(=O)NCCC3=CCCCC3)n12 | -26% | 16% | 55 | -8% | -5% | nt
CSc1ccccc1-c1nnc(-c2ccc(Cl)c(Cl)c2)o1 | 23% | -20% | 97 | 8% | 6% | 8%
CCc1cc(=O)oc2cc(C)cc(OCC(=O)NCC(O)c3ccccc3)c12 (configuration not stated) | -9% | 1% | 9 | 8% | ? | 13%
Cc1cc2c(N=NC(=O)C3CC3c3ccccc3)c(O)[nH]c2cc1Br (configuration not stated) | -13% | -24% | -36 | 3% | -15% | 3%
Cn1c(N)c(C(=O)Nc2c(Cl)cccc2Cl)sc1=S | -4% | -22% | -23 | 9% | 2% | -1%
Cc1c(N/C=C/C(=O)c2cccs2)c(=O)n(-c2ccccc2)n1C | 11% | 36% | 8 | 45µM* | -15% | -9%

mol | HCV inh | AmpC inh no detg | HCMV inh | Sm TGR block | AmpC detergent | FBPA Giardia inh
CCCCn1c(=O)[nH]c(=O)c2c1nc(-c1ccc(-c3ccccc3Br)o1)n2CC | 4% | -22% | 20 | 13µM* | 1% | -6%
CCCCOc1ccc(-c2cnc3ccccc3n2)cc1 | 16% | -20% | 88 | -4% | -11% | 1%
Cc1c(C)c2ccc(OCC(=O)Nc3cccnc3)cc2oc1=O | ? | -2% | 0 | -1% | 2% | nt
CCOc1ccc(C(=O)N2CCC(C(=O)c3ccc4c(c3)OCCO4)CC2)cc1 | 10µM* | 37% | ? | -12% | -4% | 0%
COc1cc(OC)c(OC)cc1CCC(C)NCCC(c1ccccc1)c1ccccc1 (configuration not stated) | 7.9µM* | 35% | -60* | -17% | -4% | -4%
CC(C)Oc1ccc(Br)cc1C(=O)N/N=C/c1c[nH]c2ccccc12 | 10µM* | -27% | -29 | 9% | 5% | 0%
O=c1c2[nH]c3ccc(Cl)cc3c2ncn1CCN1CCCCC1 | 4% | -6% | 30 | 5% | 0% | 5%
CCOc1ccc2nc(/N=C/c3c(C)[nH]n(-c4ccccc4)c3=O)sc2c1 | -7% | -24% | 19 | -10% | ? | 10%
COc1cc(OC)c2c(c1)OC(=O)CC2c1ccc2c(c1)OCO2 (configuration not stated) | ? | -38% | 21 | nt | nt | -14%[89.2 µM]
COc1cccc(NC(=O)CN(C)C(C)C(=O)Nc2ccc(S(=O)(=O)N3CCOCC3)cc2)c1 (configuration not stated) | -3% | 39% | -17 | 8% | -4% | -1%

Record cards, from the list above. Values in the order: HCV inh | AmpC inh no detg | HCMV inh | Sm TGR block | AmpC detergent | FBPA Giardia inh
Cc1cc(=O)nc2c3ccccc3n(CC(=O)NCCC3=CCCCC3)n12 is listed as -26% | 16% | 55 | -8% | -5% | nt
CCCCn1c(=O)[nH]c(=O)c2c1nc(-c1ccc(-c3ccccc3Br)o1)n2CC is listed as 4% | -22% | 20 | 13µM* | 1% | -6%

(list continues)
mol | HCV inh | AmpC inh no detg | HCMV inh | Sm TGR block | AmpC detergent | FBPA Giardia inh
C=CCSc1nnc(-c2sc(-c3ccccc3)nc2C)n1C | -10% | 0% | 23 | -13% | -10% | -27%
O=C(CCl)Nc1ccc(S(=O)(=O)Nc2nccs2)cc1 | ? | -11% | -30 | 20µM* | 2% | nt
N#Cc1nc(-c2ccc(F)cc2)oc1NCc1ccco1 | ? | -21% | -25 | 13% | 5% | -5%
CSCCC(NC(=O)C1CCCCC1)c1nc2ccccc2[nH]1 (configuration not stated) | 7% | -16% | 55 | 7% | 1% | 0%
CCc1cccc(NC(=O)CSc2ncccc2C(=O)Oc2ccccc2Cl)c1 | nt | nt | 39 | 6% | 8% | nt
Cc1ccc(C2N(c3cccc(Cl)c3)C(=O)N3CCCN23)cc1 (configuration not stated) | 10% | 74%[activator] | -3 | 8% | -5% | 10%
O=C(O)CC/C(=N\Nc1ccc(S(=O)(=O)N2CCCC2)cc1[N+](=O)[O-])c1cccs1 | ? | -30% | 3 | -23% | ? | 8%
CCCCSC1(SCCCC)N=C(N)C2(C#N)C(c3ccccc3)NC(C)=C(C)C12C#N (configuration not stated) | 13% | -35% | 5 | -8% | ? | 4%
COc1cc(OC)cc(-c2nc3ccccc3c(=O)n2OC(=O)c2ccccc2C)c1 | 6% | -16% | -34 | 7% | -15% | 1%
CC(=NCc1cccnc1)c1c(O)n(-c2ccccc2C)c(=O)[nH]c1=O | 6% | -5% | 57 | -2% | 2% | -1%

mol | HCV inh | AmpC inh no detg | HCMV inh | Sm TGR block | AmpC detergent | FBPA Giardia inh
COc1ccc(C(=O)/C=C/Nc2ccc(S(=O)(=O)Nc3nc(C)cc(C)n3)cc2)cc1OC | 31%[activator] | 52% | 23 | 1% | -3% | -1%
COC(=O)c1ccc([C@H]2Nc3ccc(S(=O)(=O)Nc4ccc(C)cc4)cc3[C@H]3C=CC[C@H]32)cc1 | nt | nt | 8 | ? | 0% | nt
COc1ccc(-c2cc(C(=O)NN3CCOCC3)c3ccccc3n2)cc1OC | ? | -10% | 33 | -9% | -5% | -9%
CCCn1c(=O)c(C(=O)NCc2cccnc2)c(O)c2ccccc21 | ? | -1% | 12 | 6%[11.4 µM] | -2% | -11%
COCc1cc(=O)[nH]c(N2CCN(C(=O)c3ccco3)CC2)n1 | 14% | -19% | -35 | 2% | -4% | -2%
COc1ccc(NC(=O)COC(=O)CNS(=O)(=O)/C=C/c2ccccc2)cc1OC | 9% | -15% | 3 | -10% | 3% | nt
Cc1ccc(-n2c(O)c(C=Nc3ccc(S(=O)(=O)N(C)C)cc3)c(=O)[nH]c2=O)cc1 | -5% | -8% | 53 | -23% | 0% | -1%
COc1cc(OC)c2c(-c3ccccc3)cc(=O)oc2c1C(CCN1CCCC(C)C1)c1ccc(N(C)C)cc1 (configuration not stated) | -15% | 214%[activator] | ? | -12% | 0% | 0%
CCOc1cc(C(C(=O)NCC2CCCO2)N(C(=O)Cn2nnc3ccccc32)c2cccc(OC)c2)ccc1O (configuration not stated) | 20% | 79%[activator] | -9 | -23% | 2% | 7%
Cc1ccccc1-n1nnnc1SCC(=O)Nc1ccc(S(=O)(=O)N2CCCC2)cc1 | 9%&14% | -41% | -21 | 0% | 1% | -4%

mol | HCV inh | AmpC inh no detg | HCMV inh | Sm TGR block | AmpC detergent | FBPA Giardia inh
COc1cccc(NC(=O)N2CCCC2C(=O)Nc2cc(C)ccc2OC)c1 (configuration not stated) | -3% | -7% | -18 | -4% | -11% | 9%
C/C=C/c1ccc(OCC(=O)Nc2ccc(C(N)=O)cc2)c(OC)c1 | ? | -16%[11.4 µM] | -1 | 2% | ? | 9%
CCc1cccc(CC)c1NC(=O)/C(C#N)=C/c1ccccc1C(F)(F)F | 11µM* | -20% | -103* | -14% | 5% | -4%
COc1ccc(/C=N/Nc2nc(-c3ccc(C)cc3)c(NC(C)=O)s2)cc1OC | 9% | 44% | -20 | -8% | -2% | -17%
O=C(CCC(=O)N(CC(=O)NC1CCCCC1)CC1CCCO1)Nc1nccs1 (configuration not stated) | 11% | -2% | ? | -1% | -5% | 3%
CCc1noc(C)c1C(=O)Oc1ccc(N(C)S(=O)(=O)c2ccc(C)cc2)cc1 | ? | -1% | nt | 2% | -2% | nt
COC(=O)c1[nH]c2c(c1C)C(=O)CC(c1cc(OC)c(OC)c(OC)c1)C2 (configuration not stated) | 10µM* | -2% | -74* | 0% | 1% | 7%
Cc1ccc(S(=O)(=O)NNC(=O)c2sc3nc(C)cc(C)c3c2-n2cccc2)cc1 | 5% | 3% | 24 | 2% | 0% | 5%
Cc1oc2c(cc(NS(=O)(=O)c3ccc4c5c(cccc35)C(=O)N4)c3ccccc32)c1C(=O)OC(C)C | ? | 1% | -5 | -33% | 2% | -28%
Cc1cc(Br)c(OCc2ccc(C(=O)N/N=C/c3ccc[nH]3)cc2)c(Br)c1 | -4% | 11% | + | ? | -1% | nt

4 compounds from above, limited to Sm TGR block, AmpC detergent and HCMV inh:
Molecule	Sm TGR block	AmpC detergent	HCMV inh
Cc1oc2c(cc(NS(=O)(=O)c3ccc4c5c(cccc35)C(=O)N4)c3ccccc32)c1C(=O)OC(C)C	-33%	2%	-5
C/C=C/c1ccc(OCC(=O)Nc2ccc(C(N)=O)cc2)c(OC)c1	2%	?	-1
CCc1cccc(CC)c1NC(=O)/C(C#N)=C/c1ccccc1C(F)(F)F	-14%	5%	-103*
COc1cccc(NC(=O)N2CCCC2C(=O)Nc2cc(C)ccc2OC)c1 (configuration not stated)	-4%	-11%	-18

Other structures.
mol | HCV inh | AmpC inh no detg | HCMV inh | Sm TGR block | AmpC detergent | FBPA Giardia inh
CCCn1c(NCc2ccco2)nc2c1c(=O)n(C)c(=O)n2C | -14% | -15% | -24 | -17% | 3% | -1%
Cc1nc(NCc2ccccc2)c2cc[nH]c2n1 | -20% | -14% | -15 | 11% | -7% | 1%
CC(C)Cc1nnc(NC(=O)Nc2ccccc2)s1 | 3% | -46% | 1 | -7%[57.1 µM] | -4% | -1%
O=C(COc1ccc([N+](=O)[O-])cc1)NCCC1=CCCCC1 | -5% | -22% | 0 | 0% | 8% | 4%
CCOc1ccc(/C=C2\SC(=O)N(c3ccc(O)cc3)C2=O)cc1OC | -27% | -6% | nt | 5% | 2% | 4%

Screens from PubChem BioAssay.
